OX1R antag-1 – human HCRTR1 antagonism; O43613; CHO/OX1R cells, Fluo-8 calcium fluorescence, orexin A; inhibition, % at 5 µM; 330,000 tested, 0.43% active; AID 434989;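 active = inhibition above its plate's threshold, mean inhibition of all tested compounds on the plate plus 3 SD, cut at about 37% in these data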;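 note: 0% = orexin A challenge wells and 100% = SB-334867-A antagonist wells; not every result past the cut was called active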
Target sequence (O43613 whole entry, looked up): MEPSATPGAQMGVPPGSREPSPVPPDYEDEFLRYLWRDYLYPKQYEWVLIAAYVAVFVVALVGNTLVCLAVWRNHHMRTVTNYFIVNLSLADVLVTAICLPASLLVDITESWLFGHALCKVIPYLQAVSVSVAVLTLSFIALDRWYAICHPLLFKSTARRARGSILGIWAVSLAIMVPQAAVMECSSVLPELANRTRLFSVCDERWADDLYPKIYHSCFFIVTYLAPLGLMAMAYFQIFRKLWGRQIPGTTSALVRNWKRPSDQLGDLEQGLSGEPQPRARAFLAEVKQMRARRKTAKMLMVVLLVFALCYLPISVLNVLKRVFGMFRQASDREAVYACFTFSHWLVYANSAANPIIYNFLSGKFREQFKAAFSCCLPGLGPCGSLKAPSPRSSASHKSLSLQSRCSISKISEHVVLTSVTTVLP
OX1R antag-2 – blocks the human orexin 1 receptor; OX1R-expressing cells, FRET antagonist read-out; AID 485270; inhibition, % at 6.6 µM; 330,000 tested, 1.8% active; in the data active = inhibition mostly above about 38%, no sharp cut-off; inactive = mostly below about 40%;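 note: 0% = agonist challenge alone and 100% = reference antagonist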
The depositor's hits bear a star.

Molecule,OX1R antag-1,OX1R antag-2
Cc1ccc(NC(=O)N[C@H](C(=O)O)C(C)C)c(C)c1,-15,9
CC(=O)c1ccc(N2CCN(C(=O)c3ccc(NC(=O)C4CCCO4)cc3)CC2)cc1 (centres undefined),-24,14
CCOC(=O)c1ccc(NC(=S)N(CCN2CCCCCC2)Cc2ccco2)cc1,-24,17
O=C(NCc1ccc(F)cc1)C(c1cccs1)N(C(=O)c1csnn1)C1CC1 (centres undefined),-7,10
NC(=O)c1cc([N+](=O)[O-])ccc1NCc1ccc(F)cc1,2,31
Cc1cc(NC(=O)c2ccc(-c3ccccc3[N+](=O)[O-])o2)no1,-11,27*
COc1ccc(NC(=O)CSc2c(C)nn(-c3nnc(C)c(=O)[nH]3)c2C)cc1,8,15
Nc1nc(-c2ccc(S(=O)(=O)N3CCCCC3)cc2)cs1,10,6
CN(C)C(=O)c1cc(C(=O)c2ccccc2C(F)(F)F)c[nH]1,-26,16
CN(C)S(=O)(=O)c1cccc(NC(=O)C2CCN(S(=O)(=O)c3cccs3)CC2)c1,-15,5
O=C(Nc1ccc(OCc2ccccc2)cc1)c1ccccc1,-14,21
CC12CCC(C(=O)NCCCN3CCOCC3)(C(Br)C1=O)C2(C)C (centres undefined),-5,6
COC(=O)c1ccc(C(=O)OC)c(NC(=S)N2CCN(c3ccccn3)CC2)c1,-15,23
CCOC(=O)c1cc(-c2ccc(C)cc2)nc2nc(SC)[nH]c(=O)c12,0,12
O=C(NCC(=O)N1CCC2(CC1)NCCc1[nH]cnc12)c1ccccc1F,-4,10
O=C1OC(N2CCN(C(=O)c3ccco3)CC2)c2ccccc21 (centres undefined),-7,7
CC(C)(C)CC(C)(C)NC(=O)c1ccc2snnc2c1,0,14
c1ccc2c(c1)NC1(CCCCC1)n1c-2nc2ccccc21,-24,11
CS(=O)(=O)c1ccccc1C(=O)Nc1cc2c(cc1C(=O)O)OCCCO2,1,20
CCOCCCNC(=O)c1cc2c(=O)n3ccccc3nc2s1,-20,33
CN(C)S(=O)(=O)c1ccc(C(=O)OCC(=O)Nc2ccc(OC(F)F)cc2)cc1,-11,-2
COC(=O)c1ccccc1NC(=O)Cn1nc2n(C)c3ccccc3n2c(=O)c1=O,-16,18
CC(C)(C)c1ccc(C(=O)CCC(=O)OCC(=O)NCCc2ccc(S(N)(=O)=O)cc2)cc1,35,7
Cc1ccc(C(=O)Nc2scc(-c3ccccc3)c2C(=O)O)cc1,-8,13
Cc1noc(C)c1S(=O)(=O)N(C)C[C@H]1Oc2ccc(NC(=O)NC3CCCCC3)cc2C(=O)N([C@H](C)CO)C[C@@H]1C,-14,9
CCOc1ccc(NC(=O)N(CCN2CCOCC2)Cc2ccc3c(c2)CCCN3CC)cc1,-16,42
Cc1ccccc1CSc1nsc(N)n1,-14,18
Cc1cc(C)n2nc(SCC(=O)NC(=O)c3ccccc3)nc2n1,-3,3
COc1cc2c(cc1OC)-c1cc(NCc3ccccn3)nc(=O)n1CC2,-1,9
O=C1c2ccccc2C(Nc2ccc(Cl)cn2)N1c1cccnc1 (centres undefined),-31,13
Cc1ccc(C)c(S(=O)(=O)N2CCCOC2CNC(=O)C(=O)NCc2cccnc2)c1 (centres undefined),-21,7
O=C(Oc1cc(-c2ccccc2)no1)c1ccc(F)cc1,-10,2
CN(CC(=O)Nc1ccc(Cl)cc1)C(=O)CNC(=O)c1cccs1,-11,8
COc1ccc(C(=O)/C=C/Nc2cc(C)on2)cc1,0,4
COC(=O)c1c(NC(C)=O)sc(C(=O)Nc2ccccc2OC)c1C,-44,34
CCOC(=O)Cc1csc(NC(=O)CSc2nnc(-c3ccncc3)n2Cc2ccco2)n1,-18,17
COC(=O)c1ccccc1S(=O)(=O)N1CCC(C(=O)N(C)CCOc2ccccc2)CC1,-21,10
Cn1ncc([N+](=O)[O-])c1C(=O)N/N=C/c1ccc(F)cc1,-4,43
O=C(Cc1ccc(Cl)cc1)NCCCNC(=O)c1cccnc1,-13,9
CCN1C(=O)/C(=C/N(C)c2ccccc2)OC1=S,-3,16
O=C(COc1cccc2ccccc12)NNC(=O)CSCCO,-16,22
Cc1ccc(C(=O)COC(=O)CNC(=O)c2ccc(N3C(=O)c4ccccc4C3=O)cc2)cc1C,-4,20
CS(=O)(=O)c1ccc2nc(NC(=O)CN3CCC(Cc4ccccc4)CC3)sc2c1,-28,2
CCc1cc(-c2[nH]ncc2-c2ccc(OC)cc2)c(O)cc1O,4,-5
Brc1ccc(-c2ccc(CNCc3ccccn3)o2)cc1,-16,6
N#Cc1ccc(N2Cc3ccccc3/C2=N/C(=O)Nc2ccc(Cl)cc2)cc1,-13,11
CCCc1cc(C(=O)Nc2ccc(C(=O)c3ccccc3)cc2)n(C)n1,-16,21
COc1cccc(C(=O)Nc2cc3c(cc2Br)OCCCO3)c1,-29,16
COc1ccccc1N/N=C1\COC(C)(C)CC1=O,-20,4
COC(=O)C(C(=O)Nc1ccccc1C)C1CCCC1 (centres undefined),-18,11
COc1ccc(C2=NOC(C(=O)NCc3ccco3)C2)cc1OC (centres undefined),-28,6
Cc1ccccc1NC1=C(Cl)C(=O)OC1OC(C)C (centres undefined),-17,27
COc1ccc(OCc2cc(C(=O)NCc3nc(C)cs3)no2)c(Cl)c1,-9,15
Cc1cc(C)c(OCCCON2C(=O)CCC2=O)c(Br)c1,-9,20
CCOC(=O)Nc1ccc2c(c1)N(C(=O)OC)c1ccccc1CC2,-16,8
Cc1ccc(C(C)(C)NC(=O)C2CCC(=O)N(CC3CCCCC3)C2)cc1 (centres undefined),-18,16
COc1ccc(NC(=O)Nc2c[nH]c(=O)[nH]c2=O)cc1,-15,-6
CCC(C)(C(=O)NC1CCCC1)N(Cc1cccs1)C(=O)c1ccc2c(c1)OCO2 (centres undefined),3,15
COCCNC(=S)Nc1ccc2nc(N3CCOCC3)cc(C)c2c1,-2,8
Nc1nc(NCc2ccccc2Cl)n(-c2ccccc2)n1,-13,7

Next section.
Molecule,OX1R antag-1,OX1R antag-2
COc1ccc(CNc2nc3c(c(=O)[nH]c(=O)n3C)n2Cc2ccccc2)cc1,-23,-6
C=CCn1c(=S)[nH]c2scc(-c3ccco3)c2c1=O,-8,6
O=C(NC1CCC(O)CC1)c1ccc(Br)o1 (centres undefined),-3,3
CC1(c2nnc(Cc3ccccc3)o2)CC(c2ccccc2Br)=NO1 (centres undefined),-19,17
CN(Cc1nc2ccccc2c(=O)[nH]1)C(=O)c1ccccc1OCc1ccc(Cl)cc1,27,56*
O=C(COc1ccc(Cl)cc1Br)NNC(=O)C(=O)N1CCCCC1,-25,13
N#CCCN(NC1=NS(=O)(=O)c2ccccc21)C(=O)c1ccccc1Br,0,-7
COc1ccc(C(=O)NC(=S)N(C)Cc2ccccc2)cc1Br,-9,2
CC(C)C(NC(=S)NCc1ccccc1)C(=O)O (centres undefined),31,16
Cc1[nH]c2ccc(F)cc2c1CCNC(=O)C1CCCCC1C(=O)OCC(F)(F)F (centres undefined),-26,9
CC1C2CC(CC1(C)C)N(C(=O)Nc1ccc3nccnc3c1)C2 (centres undefined),-21,36
COc1cc2ccccc2cc1C(=O)Nc1ccccc1Cl,19,1
O=C1NC(=S)N/C1=C\C=C\c1ccccc1,4,9
Cc1noc(C)c1COC(=O)c1cc2c(C)nn(-c3ccc(F)cc3)c2s1,-15,13
Cc1ccc2nc(SCC(=O)NC3CCCC3)nc(=O)n2c1,-2,13
CN(c1ccc(C(=O)NCc2ccc3c(c2)OCO3)cc1)S(C)(=O)=O,2,8
CNC(=O)Nc1ccccc1C(=O)Nc1ccccc1,7,20
CCCCn1nnnc1SCC(=O)Nc1ccc(N(C)C)cc1,-28,22
CCN(CC)S(=O)(=O)c1cc(C(=O)O)c(Cl)cc1Cl,0,4
Oc1ccccc1C1CC(c2cccs2)=NC(c2ccc(Cl)cc2)N1 (centres undefined),-1,3

Quoted at random: 2 entries already listed, in no set order.
Molecule,OX1R antag-1,OX1R antag-2
O=C(NC1CCC(O)CC1)c1ccc(Br)o1 (centres undefined),-3,3
CC(C)C(NC(=S)NCc1ccccc1)C(=O)O (centres undefined),31,16

An excerpt from above in order of SMILES length, descending:
Molecule,OX1R antag-1,OX1R antag-2
CC1C2CC(CC1(C)C)N(C(=O)Nc1ccc3nccnc3c1)C2 (centres undefined),-21,36
COc1ccc(C(=O)NC(=S)N(C)Cc2ccccc2)cc1Br,-9,2
O=C1NC(=S)N/C1=C\C=C\c1ccccc1,4,9
O=C(NC1CCC(O)CC1)c1ccc(Br)o1 (centres undefined),-3,3

Next section.
Molecule,OX1R antag-1,OX1R antag-2
CSc1ccccc1NC(=O)COc1ccccc1C,-24,1
Cc1ccc(NC(=O)CN2C(=O)NC3(CCCc4ccccc43)C2=O)cc1S(=O)(=O)N1CCOCC1 (centres undefined),-23,5
COc1cc(/C=C/C(=O)OCC(=O)NCCC2=CCCCC2)ccc1O,-18,32
CN1C(=O)C(CC(=O)Nc2ccc(F)cc2)N(Cc2cccs2)C1=S (centres undefined),0,-26
O=C(Nc1ccc([N+](=O)[O-])cc1)c1ccc(S(=O)(=O)N2CCCC2)cc1,-1,0
COc1ccc(C(=O)CSc2nnc(CNc3nc(-c4ccccc4)cs3)n2C)cc1,-6,53
S=C1NC[C@H](CC2CCCCC2)N1CCc1cccc2ccccc12,-39,19
CN=C1C([N+](=O)[O-])=CC=C2C1=NC1(CCCCC1)N2O,-7,50*
O=C(NCCC1=CCCCC1)N[C@@H](Cc1ccccc1)C(=O)O,-16,12
N#Cc1cc2c(nc1SCC(=O)Nc1nccs1)CCCCC2,-16,15
CC1CCCCN1C(=O)CCNS(=O)(=O)c1ccc2c(c1)c(=O)n(C)c(=O)n2C (centres undefined),-30,3
Cc1ccc(C(=O)OCC(=O)N2CCCCCC2)cc1S(=O)(=O)N1CCOCC1,1,24
CCn1c(SCC(=O)Nc2nc(-c3ccccc3)cs2)nnc1-c1ccccc1O,79*,86*
CCOC(=O)c1cnc(SCC(=O)Nc2ccc(NC(C)=O)c(OC)c2)nc1N,-10,1
COc1ccc(NC(=O)c2c(NC(=O)CCC(=O)O)sc(-c3ccccc3)c2C)cc1,-1,3
Cc1nc2cc(N3CCN(C)CC3)c(NC(=O)Cc3ccccc3)cc2c(=O)n1Cc1ccccc1,-25,9
COc1ccc(C(=O)c2sc(Nc3ccccc3)c(C(=O)Nc3ccc(OC)c(OC)c3)c2N)cc1,-3,18
Cc1nn(C)c(C)c1CN(C)C(=O)c1cc2n(n1)C(C(F)(F)F)CC(c1cccs1)N2 (centres undefined),-2,49
CC1(C)CC(=O)c2cnc(NC(=O)CSc3nc4ccccc4o3)nc2C1,-17,5
CC(C1CC2CCC1C2)N1CC(O)=C(c2nc3ccccc3[nH]2)C1=N (centres undefined),-24,17
O=S(=O)(c1ccccc1)N1CCN(C(c2ccccc2)c2ccc(OC(F)(F)F)cc2)CC1 (centres undefined),-22,10
CSc1nnc2c(n1)OC(c1ccccn1)N(C(C)=O)c1ccccc1-2 (centres undefined),-10,19
CCc1ccc(NC(=O)Cn2c(SC)nc3ccccc32)cc1,-19,29
COc1ccc(CC(=O)c2ccccc2C(=O)O)cc1,-9,8
Cc1ccc(S(=O)(=O)N2[C@@H](c3ccc(C(C)C)cc3)C(C(=O)O)=C[C@H]2C(C)(C)C)cc1,-23,19
Cc1cc(Cl)c(OCCCNC2CCCC2)c(Br)c1,-29,2
CC(Oc1ccc(Cl)cc1Cl)C(=O)N/N=C1\CCCc2ccccc21 (centres undefined),-7,4
O=C(CSc1ccccn1)Nc1cccc2ccccc12,-18,13
C=CCSc1nnc(-c2cc3c(-c4ccccc4)nn(C)c3s2)n1C,-4,75*
Cc1nn(-c2ccc(Cl)c(Cl)c2Cl)c(=O)c2ccccc12,-27,15
COc1cccc(-c2nn(-c3ccccc3)cc2CN(C)Cc2ccno2)c1,-27,12
CCC(C)Sc1ccc([C@H]2N[C@@](Cc3ccccc3)(C(=O)OC)[C@H]3C(=O)N(C)C(=O)[C@@H]23)cc1 (some centres undefined),-28,18
c1cncc(-c2nc3ccccc3o2)c1,-10,10
COc1ccccc1NS(=O)(=O)c1ccc(C(=O)NCCCN2CCCC2=O)cc1,-8,7
CCN1CCN(CCNC(=O)c2ccc3c(c2)N(Cc2ccc(F)cc2)C(=O)/C(=C/c2ccccc2)S3)CC1,-15,19

6 successive records already listed, for reference:
Molecule,OX1R antag-1,OX1R antag-2
CCc1cc(-c2[nH]ncc2-c2ccc(OC)cc2)c(O)cc1O,4,-5
Brc1ccc(-c2ccc(CNCc3ccccn3)o2)cc1,-16,6
N#Cc1ccc(N2Cc3ccccc3/C2=N/C(=O)Nc2ccc(Cl)cc2)cc1,-13,11
CCCc1cc(C(=O)Nc2ccc(C(=O)c3ccccc3)cc2)n(C)n1,-16,21
COc1cccc(C(=O)Nc2cc3c(cc2Br)OCCCO3)c1,-29,16
COc1ccccc1N/N=C1\COC(C)(C)CC1=O,-20,4
